Screens: PubChem BioAssay, National Center for Advancing Translational Sciences (NCATS)
ATXN viability = viability counter-screen for ATXN expression inhibitors. hit rate 0.49% among 400,000. AID 651635. S2 cells (HEK-293 line with an ATXN2-luciferase reporter) viability, CellTiter-Fluor protease fluorescence, 24 h. Potency, µM (doses to about 56.7 µM), most hits filed as cytotoxic; further: potency means the concentration at half of the fitted maximal effect; nearly all actives have a fitted effect of over 40% in size
KB-3-1 cytotox = KB-3-1 parental cell cytotoxicity; hit rate 1.4% among 400,000; Potency, µM (titrated, usually from 46.1 µM), for the others: top-dose activity change, negative = cytotoxic, actives largely listed as cytotoxic; AID 1347075; KB-3-1 viability, CellTiter-Glo ATP luminescence, 72 h; further: potency means the concentration at half of the fitted maximal effect; on the % scale 0 is the no-effect control and ±100 the full control effect; nearly all actives have a fitted effect of over 60% in size
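KB-3-1 parental drug-naive adenocarcinoma cells in DMEM/10% FBS, incubated 72 h at 37 C with pin-transferred compounds across a concentration series. Viability by CellTiter-Glo luminescence; concentration-response curves fitted after normalization.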
KB-V1 MDR tox = KB-V1 MDR subline cytotoxicity | KB-V1 MDR cells viability, CellTiter-Glo, 72 h | hit rate 3.4% among 400,000 | Potency, µM (series often up to 46.1 µM), without a hit: top-dose activity change, negative = cytotoxicity, actives largely listed as cytotoxic; further: potency means the concentration at half of the fitted maximal effect; on the % scale 0 is the no-effect control and ±100 the full control effect; nearly all actives have a fitted effect of over 60% in size
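KB-V1 MDR subline cells in DMEM (phenol-red free, 10% FBS) exposed to compounds in qHTS concentration series for 72 h at 37 degrees C. Viability read by CellTiter-Glo luminescence; concentration-effect curves fitted after normalization and correction.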
HT1080NT lethal = kills 2HG-producing HT-1080-NT fibrosarcoma cells; hit rate 1.6% among 360,000; Potency, µM (highest dose often 46.1 µM), for the others: at the highest dose activity, negative = less viability, usual class: cytotoxic; HT-1080-NT fibrosarcoma viability, CellTiter-Glo ATP luminescence, 48 h;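 further: NT is the 2HG producing partner of a matched IDH1 knockdown line; potency means the concentration at half of the fitted maximal effect; 0% = DMSO-treated cells and -100% = media-only wells without cells; nearly all actives have a fitted effect of over 55% in size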
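HT-1080-NT fibrosarcoma cells (2HG-overproducing), 750 cells/well in RPMI with 5% FBS, dosed after 2 h and incubated 48 h at 37C. CellTiter-Glo luminescence normalized to DMSO and no-cell wells; concentration-response curves fitted and classed.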
ATXN2 expr inh = reduces ATXN2 reporter expression in HEK-293 cells. hit rate 0.72% among 360,000. HEK-293 ATXN2-luciferase reporter, luminescence, 24 h. Potency, µM (doses to about 57 µM), for inactives: at the top dose activity change, negative = inhibition, hits mostly inhibitors; further: potency means the concentration at half of the fitted maximal effect; on the % scale 0 is the no-effect control and ±100 the full control effect; nearly all actives have a fitted effect of over 55% in size
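ATXN2-luciferase reporter cells (luciferase flanked by upstream and downstream ATXN2 gene portions) were treated 24 h at 37 °C with compounds at up to 57 uM. SteadyGlo luminescence gave expression; GF-AFC fluorescence gave viability.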
MCF10A rerep = induces DNA re-replication in MCF 10a normal breast cells. hit rate 2.9% among 350,000. Potency, µM (highest dose often 46.1 µM), for the others: at the highest dose activity, positive = re-replication, most hits filed as activators. MCF 10A DNA re-replication, Hoechst nuclear intensity, 48 h; further: potency means the concentration at half of the fitted maximal effect; % of control where 0% means no effect; nearly all actives have a fitted effect of over 50% in size
IL-1B inflam inh = inflammasome signaling inhibition, IL-1 beta readout; THP-1 LPS/ATP IL-1B secretion, AlphaLISA, 16 h; active compounds read low; activity change, % at 57.5 µM; hit rate 4.7% among 360,000; AID 743279; in the data active means activity change below about -50%; inconclusive means mostly about -30% to -49%; further: on the % scale 0 is the no-effect control and ±100 the full control effect
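Secreted IL-1B measured by AlphaLISA bead assay after 16 h compound exposure of THP-1 cells; compounds (final up to 57.5 uM) added 1 h before LPS (250 ng/mL) and ATP (1.25 mM) stimulation; lower signal means less secretion.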
SW480 rerep = induces DNA re-replication in SW480 colon adenocarcinoma cells. SW480 DNA re-replication, Hoechst DNA content imaging, 48 h. Potency, µM (highest dose often 46.1 µM), for the others: top-dose re-replication activation, most hits filed as activators. hit rate 1.8% among 340,000; further: potency means the concentration at half of the fitted maximal effect; % of control where 0% means no effect; nearly all actives have a fitted effect of over 55% in size
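Image-based DNA-content assay: after two days of treatment, nuclei were labelled with the DNA dye Hoechst and imaged, and hits were compounds raising the count of nuclei showing high fluorescence intensity.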
HT1080 IDH1KD tx = kills HT-1080 cells with IDH1 knockdown; AID 686971; HT-1080 IDH1 knockdown viability, ATP luminescence, 48 h; hit rate 2% among 360,000; Potency, µM (doses to about 46.1 µM), inactives show at the top dose activity, negative = toxicity, most hits filed as cytotoxic;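 further: potency means the concentration at half of the fitted maximal effect; 0% = DMSO wells and -100% = cell-free medium wells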
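Assay cells: HT-1080 with IDH1 knockdown, 750 per well, RPMI/5% FBS. Exposure: 48 h at 37 °C following 2 h pre-incubation. Read: CellTiter-Glo luminescence; fitted concentration-response, curve class assigned.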
Active calls of the source: *; i = inactive; ? = inconclusive; . = no result given; [ ] = remark or other dose. Unless noted, the call rests on the fitted dose curve; in most records, active means well fitted curve in the direction sought with a large enough effect; inconclusive means small, poorly fitted or top-dose-only effect, or another doubt; inactive means no such curve, though single readings can be large; an effect the other way counts as inactive or inconclusive. This is a random part of the collection; overall some 11% were active at least once.

canonical_smiles | IL-1B inflam inh | KB-V1 MDR tox | MCF10A rerep | HT1080NT lethal | HT1080 IDH1KD tx | SW480 rerep | ATXN viability | ATXN2 expr inh | KB-3-1 cytotox
CCCC(CC)Sc1nc2c([nH]1)c(=S)n(C)c(=O)n2C (stereo not given) | 35.2 | 3.66µM* | ? | 4.5% | -12.1% | ? | i | -28.2% | ?
CC[C@@]12C(=O)N(c3ccccc3)C(=O)N1[C@H](c1ccc(Br)cc1)[C@@H]1C(=O)N(C(C)(C)C)C(=O)[C@@H]12 | 12.0 | 17.3% | 1.6% | 2.2% | -1.7% | -2.5% | i | -10.7% | 0.0%
CC(C)[C@H](NC(=O)c1cccc(S(=O)(=O)N2CCOCC2)c1)C(=O)OCC(=O)Nc1cccc(Br)c1 | 50.0 | 25.4% | ? | -0.8% | -0.2% | 1.7% | i | -6.5% | 5.1%
O=C(Nc1c2c(nn1-c1ccc(Cl)cc1)CS(=O)(=O)C2)c1ccc(Br)cc1 | . | ? | . | . | . | . | i | 0.0% | -2.0%
COc1ccc2c(C)c(CCC(=O)NCCCN3CCCC3=O)c(=O)oc2c1C | -4.2 | 0.0% | 4.4% | 10.6% | 13.2% | -30.8% | i | -3.2% | 0.0%
Cn1c(=O)c2c(nc(Oc3cccc(Br)c3)n2C)n(C)c1=O | 10.2 | -15.4% | ? | -4.9% | 0.5% | -56.3%[inhibitor] | . | -3.2% | -4.8%
CCN(CC)S(=O)(=O)c1ccc2oc(C(=O)N3CCc4ccccc4C3)c(C)c2c1 | -27.0 | 9.2µM* | 19.5% | 6.4% | 7.9% | -2.4% | ? | -25.0% | ?
Cc1cccc(/C=C2/SC(=O)N(Cc3ccccc3)C2=O)n1 | 10.5 | -18.5% | 3.5% | 9.7% | 0.2% | ? | i | 9.9% | -11.0%
O=C(O)c1ccc2c(=O)n3c(nc2c1)/C(=C/c1ccc(C(F)(F)F)cc1)CC3 | 12.8 | 2.3% | -15.0% | 6.7% | -0.6% | -7.1% | i | 10.6% | 2.2%
CC(C)(C)C1=C(C#N)C(c2ccncc2)C(C#N)=C(N)O1 (stereo not given) | -8.0 | 0.0% | 2.9% | -2.5% | -2.9% | 0.9% | i | 0.0% | 0.0%
CCC1CCCCN1S(=O)(=O)c1ccc2c(c1)CCCN2C(C)=O (stereo not given) | . | 0.7% | . | . | . | . | i | 7.0% | 11.5%
O=C(c1cc2ccccc2oc1=O)N(Cc1ccccc1)CC1CCCO1 (stereo not given) | 0.0 | -12.4% | 10.7% | -0.3% | -7.4% | -19.4% | i | 3.4% | -11.5%
CCOc1ccc(NC(=O)N2CCC(NC(=O)C(Cc3ccccc3OC)NC(C)=O)CC2)cc1 (stereo not given) | 18.8 | -12.9% | -12.3% | 13.1% | 6.1% | -0.7% | i | 6.9% | 8.3%
OC(C#CCN1CCCCCC1)(c1ccccc1)c1cccnc1 (stereo not given) | -13.0 | 0.0% | 8.2% | 2.2% | 5.0% | -3.7% | i | 13.4% | 27.8%
Cc1ccc(/C=N/NC(=O)c2cc(C)oc2C)cc1 | -6.6 | ? | ? | ? | 20.6µM* | 4.61µM* | i | -16.8% | ?
CCCCn1c(SCC(=O)N(CC)C2CCS(=O)(=O)C2)nc2cc(S(N)(=O)=O)ccc21 (stereo not given) | -8.4 | 7.9% | -2.3% | 8.0% | -0.4% | -0.8% | i | -20.5% | 1.1%
CCOC(=O)c1cnn(-c2ccc(C(=O)Nc3ccc(C(C)=O)cc3)cc2)c1N | . | 12.5% | . | . | . | . | i | 2.2% | 2.3%
COc1ccc(N2C3=C(CC4=C2CC(C)(C)CC4=O)C(=O)CC(C)(C)C3)cc1 | -101.8* | -4.1% | -0.5% | 7.08µM* | ? | 17.1% | i | 15.8µM* | ?
Cc1cc2c(cc1C)/C(=N/NC(=O)c1ccccn1)CCC2 | -7.4 | -5.1% | ? | -16.5% | -18.4% | 9.9% | i | 0.6% | -7.2%
Cc1ccc(S(=O)(=O)O/N=C2\CCCc3ccccc32)cc1 | 25.5 | 17.1% | ? | -1.4% | 2.0% | -4.9%[9.22 µM] | i | -4.1% | 5.5%
O=C(OC1CCOC1=O)c1ccc(NS(=O)(=O)c2cccs2)cc1 (stereo not given) | 11.2 | 16.9% | -12.3% | 16.1% | 20.2% | 10.1%[1.84 µM] | i | 0.5%[2.22 µM] | 1.6%
CCN1C(=O)/C(=C/c2cnn(CC)c2C)SC1=S | -0.3 | 9.3% | 19.2% | 14.5% | 4.6% | -5.2% | i | 23.4% | 16.2%
COc1ccc(C(C)NC(=O)c2ccc([N+](=O)[O-])cc2)cc1OC (stereo not given) | -7.5 | 20.6µM* | 8.4% | 5.4% | 1.5% | -39.8%[inhibitor] | i | 4.7% | 6.3%
Cc1c(NC(=S)NC(NC(=O)CC(C)C)C(Cl)(Cl)Cl)c(=O)n(-c2ccccc2)n1C (stereo not given) | 10.2 | 1.2% | -1.2% | 2.1% | 8.2% | 3.9% | i | 3.1% | -3.5%
COCCOC(=O)c1c(C)oc2ccc(OCc3cc(C(=O)OC)oc3C)cc12 | ? | 10.8% | ? | ? | ? | 65.2% | i | 11.7% | 14.5%
CC(C)CN1C(=O)CN(S(C)(=O)=O)CC1(C)C(=O)NC(C)C (stereo not given) | 27.9 | 3.0% | . | 5.6% | 20.8% | . | . | . | 1.0%
Cc1cc(C)c(S(=O)(=O)c2ccccc2F)c(=O)[nH]1 | 9.7 | 5.0% | 8.0% | 22.1% | 9.0% | -4.7% | i | 10.1% | -5.7%
CCOc1cc(N2CCOCC2)c(OCC)cc1NC(=O)CN1C(=O)N(C)C2(CCCCC2)C1=O | -1.6 | -20.7% | 1.5% | 0.7% | -5.0% | -27.4% | i | -1.9% | 10.1%
O=C(NCc1ccncc1)c1cn(-c2ccccc2)nc1-c1cccnc1 | 18.5 | -5.4% | 3.0% | 3.6% | 3.3% | -1.4% | i | . | -0.6%
O=C(COC(=O)c1cccc(S(=O)(=O)N2CCCC2)c1)Nc1ccccc1Cl | 1.7 | 0.0% | -11.8% | -4.7% | -15.9% | -85.1%[inhibitor] | i | 6.7% | -10.5%
CC[C@@H]1C=C(C(=O)O)[C@H](c2ccc(C#N)cc2)N1S(=O)(=O)c1ccc(C)cc1 | 0.0 | 0.0% | 0.9% | 1.4% | -3.4% | -0.7% | i | 1.0% | 0.0%
Clc1ccc(-c2csc(-c3ccncc3)n2)cc1 | -13.4 | 4.2% | -2.0% | -0.5% | -20.8% | 12.5% | i | 22.4% | -11.0%
CCCCN(CCCC)C(=S)NC(=O)C(C)(C)C | 9.4 | 0.5% | 0.8% | 19.8% | 21.6% | 1.1% | i | -12.9% | -3.8%
COCCCNc1nc2c(c(=O)[nH]c(=O)n2C)n1CC(O)COc1ccccc1 (stereo not given) | -5.3 | -19.4% | -0.3% | -2.6% | 10.1% | -5.8% | i | -8.5% | 0.3%
Cc1nnc(SCCn2c(N3CCCCC3)nc3c2c(=O)n(C)c(=O)n3C)s1 | 41.6 | -8.4% | 1.0% | 1.0% | -7.0% | -2.3% | i | 0.7% | 16.6%
N#Cc1ccc(C(=O)Nc2nc(-c3cccs3)c(C(=O)C(F)(F)F)s2)cc1 | -1.3 | 13µM* | ? | 2.91µM* | ? | 7.5% | ? | ? | 5.8µM*
CCN(CC)C(=O)Cn1cc(S(=O)(=O)CC(=O)NCc2ccc(F)cc2)c2ccccc21 | i | -13.2% | -1.0% | 1.3% | 4.9% | -26.0% | i | 1.5% | -1.2%
CC1CC(C)CN(C(=O)COC(=O)c2cc3ccccc3cc2O)C1 (stereo not given) | -0.2 | -5.6% | -6.8% | -19.9% | -2.9% | 0.2% | i | 2.4% | 4.2%
Cn1ncc(C(=O)N=S(C)(=O)c2ccccc2)c1[N+](=O)[O-] (stereo not given) | 1.2 | -14.4% | -0.5% | 0.1% | 8.9% | -16.4% | i | -8.4% | 8.8%
O=C(Nc1ccc(C(=O)NCc2ccc(F)cc2)cc1)C1=CSCCO1 | -16.8 | 7.8% | 13.1% | 0.8% | -13.0% | -9.9% | i | 7.6% | 21.9%
CCC(c1nnnn1Cc1ccco1)N(CCN1CCOCC1)Cc1cc2cc(C)ccc2[nH]c1=O (stereo not given) | 7.8 | 11.4% | 2.4% | 6.0% | 5.4% | -1.0% | i | 2.6% | 1.6%
Cc1cc(OCC(O)CN)ccc1Cl (stereo not given) | -5.0 | 0.2% | 0.0% | -12.7% | -0.7% | -0.7% | i | -17.4% | 0.8%
COCCNC(=S)Nc1cc(S(=O)(=O)N2CCOCC2)ccc1N1CCCCC1 | -12.9 | ? | -4.3% | 7.8% | 3.7% | -3.6% | i | -20.8% | -7.5%
CCn1cc(S(=O)(=O)Nc2cc(C)ccc2F)cn1 | 4.9 | -3.8% | 0.3% | 6.4% | 8.7% | -4.0% | i | 4.5% | -0.5%
COc1ccc(N2C(=O)C3CCCN3C2c2cccs2)cc1 (stereo not given) | 2.9 | 19.5% | -1.3% | 0.5% | 13.6% | -9.0% | i | -4.0% | 6.7%
CC1CCN(c2nn3c(=O)c(C(=O)NCCc4ccc(Cl)cc4)cnc3s2)CC1 | . | -0.8% | . | . | . | . | i | 7.6% | 16.8%
O=C(C1CCN(S(=O)(=O)c2cccc3nsnc23)CC1)N1CCn2c1nc1ccccc12 | 16.9 | -23.2% | 4.9% | 0.4% | -5.9% | 2.1% | i | -3.4% | -1.7%
CCCCC(=O)NC(c1ccc(OC)c(OC)c1)c1ccc2cccnc2c1O (stereo not given) | 104.5 | -32.8% | ? | 14.6µM* | 2.91µM* | ? | ? | 5.01µM* | 5.8µM*
COc1ccccc1CNC(=O)CSc1nnc(C)c2c(C)n(-c3ccccc3)nc12 | . | 3.4% | . | . | . | . | i | -30.1% | 6.9%
